Rin1-Abl PPI inh – inhibitors of Rin1-Abl protein binding, primary screen, biochemical, TR-FRET; Tyrosine-protein kinase ABL1 (Homo sapiens) + Ras and Rab interactor 1 (Homo sapiens), …; inhibition, % at 7.35 µM; 360,000 tested, 0.4% active; AID 588664, 2011; in the data active = inhibition above about 5%, passing the limit was not always enough
Rpn11 inh – Rpn11 (PSMD14) deubiquitinase inhibitors, primary screen, biochemical, fluorescence polarization, uHTS; 26S proteasome non-ATPase regulatory subunit 14 (Homo sapiens), O00487; 360,000 tested, 0.59% active; human 26S proteasome, Ub4-pepOG fluorescence polarization; 20S core pre-blocked with epoxomicin; calls only at 20 µM;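 active = inhibition at 20 µM, scaled to each plate's controls, above about 33%, limit read from the data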
Target sequence (O00487 whole entry, looked up): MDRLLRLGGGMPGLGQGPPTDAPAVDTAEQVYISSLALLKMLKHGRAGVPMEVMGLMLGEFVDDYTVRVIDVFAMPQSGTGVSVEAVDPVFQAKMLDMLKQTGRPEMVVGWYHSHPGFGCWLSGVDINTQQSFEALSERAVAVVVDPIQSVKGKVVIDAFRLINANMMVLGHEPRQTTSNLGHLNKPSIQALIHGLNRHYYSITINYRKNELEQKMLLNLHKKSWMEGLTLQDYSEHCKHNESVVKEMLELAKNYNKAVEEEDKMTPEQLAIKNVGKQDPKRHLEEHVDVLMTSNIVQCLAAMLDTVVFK
MT1-MMP act inh – blockers of MT1-MMP proenzyme processing, primary screen, HT1080 RFP-PRO-GFP cells, GFP/RFP fluorescence; AID 651647, 2012; 360,000 tested, 0.061% active; Matrix metalloproteinase-14 (Homo sapiens), P50281; GFP/RFP ratio fluorescence, overnight; percent of plate control window, DMSO zero; GFP/RFP ratio change, % at 20 µM;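 active = GFP/RFP ratio change of at least 30% with cell ATP level not reduced by more than half and red fluorescence within 50% of control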; note: strong numbers were not always called active
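Test system: HT1080 RFP-PRO-GFP cells; Benchmarks: DMSO and RFP-L50D-GFP cell wells; Timing: cells overnight before dosing, compound overnight, 37 °C, 5% CO2; Compound: one 20 µM compound dose with 1% DMSO; Read-out: GFP/RFP fluorescence ratio.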
Neddyl block – inhibitors of cullin neddylation, primary screen, biochemical, TR-FRET, uHTS, NAE and Ubc12; NEDD8-conjugating enzyme Ubc12 (Homo sapiens) + NEDD8-activating enzyme E1 regulatory …; calls only at 25 µM; 360,000 tested, 0.58% active; AID 651699, 2012; in the data active = inhibition above about 36%
Target sequence (P61081 whole entry, looked up): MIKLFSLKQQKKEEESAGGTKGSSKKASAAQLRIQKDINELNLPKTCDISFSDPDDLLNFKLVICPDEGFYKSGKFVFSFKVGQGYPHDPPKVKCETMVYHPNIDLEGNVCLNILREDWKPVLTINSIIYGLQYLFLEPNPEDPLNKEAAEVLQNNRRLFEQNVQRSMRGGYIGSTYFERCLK
Target sequence (Q13564 whole entry, looked up): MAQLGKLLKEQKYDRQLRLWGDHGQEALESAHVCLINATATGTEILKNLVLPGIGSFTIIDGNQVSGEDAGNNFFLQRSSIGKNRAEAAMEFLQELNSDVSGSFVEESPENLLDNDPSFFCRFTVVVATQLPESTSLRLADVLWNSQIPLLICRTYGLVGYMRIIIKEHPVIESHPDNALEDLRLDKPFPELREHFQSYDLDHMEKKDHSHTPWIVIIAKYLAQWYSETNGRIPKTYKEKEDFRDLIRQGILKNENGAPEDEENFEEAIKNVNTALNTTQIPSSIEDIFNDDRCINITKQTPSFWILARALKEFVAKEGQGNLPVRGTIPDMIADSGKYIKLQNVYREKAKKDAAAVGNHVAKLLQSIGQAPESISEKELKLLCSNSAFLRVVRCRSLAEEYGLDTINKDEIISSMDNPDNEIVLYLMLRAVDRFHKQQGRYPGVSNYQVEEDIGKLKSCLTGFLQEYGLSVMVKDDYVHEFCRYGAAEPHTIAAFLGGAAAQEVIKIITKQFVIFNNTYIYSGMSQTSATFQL
NadD inh – inhibitors of S. aureus NadD, primary screen, biochemical, colorimetric, uHTS; Nicotinate-nucleotide adenylyltransferase NadD (Staphylococcus aureus N315); purified NadD enzyme, colorimetric absorbance read-out; inhibition, % at 20 µM; 360,000 tested, 0.78% active; in the data active = inhibition above about 26%; note: some compounds past the cut are filed as inactive
CSN deneddyl inh – inhibitors of CSN-mediated cullin deneddylation, primary screen, biochemical, fluorescence polarization, uHTS | COP9 signalosome complex subunit 5 (Homo sapiens), Q92905 | inhibition, % at 12.5 µM | 360,000 tested, 0.38% active | Purified CSN, SCF-Nedd8-OG deneddylation;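 active = pattern-corrected inhibition above about 35%, with an unprinted fluorescence ratio check between 0.5 and 1.5, limit read from the data, passing the limit was not always enough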;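 note: 0% = enzyme with substrate and 100% = substrate without enzyme; some results filed as inactive read as strong as hits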
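assay system = purified human Csn5 enzyme expressed in HEK293T cells | amount = 0.24 nM enzyme | buffer or medium = Tris/NaCl/DTT buffer, pH 7.5 | reagent = 10 nM SCFSkp2-Nedd8OG | compound = one concentration, 12.5 µM, 0.25% DMSO | times = 90 min reaction at room temperature | signal = FP | read-out basis = % inhibition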
FAS TE block – FAS thioesterase domain inhibitors, primary screen, biochemical, fluorescence intensity, uHTS; inhibition, % at 15 µM; AID 602261, 2012; recombinant FAS-TE, OMFH fluorogenic substrate, fluorescence endpoint; 360,000 tested, 0.67% active; Fatty acid synthase (Homo sapiens), P49327;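 active = compounds whose normalised, plate-corrected inhibition of enzyme fluorescence in the single-dose primary screen is 50% or more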;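 note: 0% = DMSO with enzyme and 100% = substrate without enzyme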
MLLE-PAM2 inh – inhibitors of PABP1 MLLE–PAM2 peptide binding, primary screen, biochemical, fluorescence polarization, FITC-PAM2, GST-MLLE. inhibition, % at 20 µM. AID 588489, 2011. Polyadenylate-binding protein 1 (Homo sapiens), P11940. 360,000 tested, 0.36% active; in the data active = inhibition above about 35%, passing the limit was not always enough;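 note: plate controls were DMSO wells with GST-MLLE for no effect and wells lacking GST-MLLE protein for full effect; some results filed as inactive read as strong as hits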
SKN-1 block – suppressors of acrylamide-induced Pgst-4::GFP reporter in worms, primary screen, SKN-1 inhibitor project, whole organism, uHTS, GFP/RFP fluorescence ratio, strain VP596; C. elegans VP596 Pgst-4::GFP/RFP ratio, 24 h; inhibition, % at 21.8 µM; 360,000 tested, 0.49% active; AID 624304, 2012;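 active = interference check ratio from 0.5 to 1.5 plus GFP to RFP signal ratio inhibition reaching or exceeding a fixed threshold, cut at about 30% in these data, passing the limit was not always enough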; note: some compounds called inactive have numbers as strong as hits
Starred values were filed as active, the others as inactive; i = inactive; nt = no result given.

1	C=CCN1c2ccccc2[C@]23C[C@@H](C(=O)OC)N(C(C)=O)C2=NC(C(=O)OC)=C(C(=O)OC)[C@H]13
2	CCOc1ccc(CCNC(=O)COC(=O)/C=C/c2ccc(OC(F)F)c(OC)c2)cc1OCC
3	NC(=O)c1cc(S(=O)(=O)N2CCOCC2)cs1
4	Cc1ccccc1-c1nnc(-c2ccc(Br)cc2)o1
5	CC(C)(C)c1nc(SCC(=O)NCc2cccs2)c2ccccc2n1
6	Cc1nc2sc(C(c3cccs3)N3CCC(C(N)=O)CC3)c(O)n2n1 (stereo not given)
7	CCc1ccc(NC(=O)CSc2nnc(CNC(=O)c3c(F)cccc3Cl)o2)cc1
8	O=C1Nc2ccccc2N(O)N1c1cc(-c2ccc(Cl)cc2)[nH]n1
screen / no.	1	2	3	4	5	6	7	8
Rin1-Abl PPI inh	4	-1	3	2	1	-4	2	-1
Rpn11 inh	i	i	i	i	i	i	i	i
MT1-MMP act inh	-5	5	1	-5	2	0	1	-2
Neddyl block	i	i	i	i	i	i	i	i
NadD inh	1	-4	4	-8	6	1	1	-20
CSN deneddyl inh	-3	-2	3	6	2	-3	4	-3
FAS TE block	-6	9	-5	13	-4	-10	1	-5
MLLE-PAM2 inh	-2	-21	-1	-10	6	1	6	13
SKN-1 block	-4	2	6	6	-10	-5	5	0

9	COc1cc(C2Nc3ccccc3C(=O)N2c2ccccc2OC)ccc1O (stereo not given)
10	Cc1ccc(Cn2ccc(NC(=O)c3cc(C)on3)n2)cc1
11	COc1ccc(S(=O)(=O)N2CCN(CCC(=O)Nc3ccccc3F)CC2)cc1
12	COc1ccc(-c2sc(Nc3ccc(F)c(F)c3F)nc2CCC(=O)NN)cc1
13	O=C(CN1C(=O)NC2(CCOc3ccccc32)C1=O)Nc1ccc2c(c1)OCCO2 (stereo not given)
14	CC(=O)c1cccc(-c2ccnc3c2CC(C(=O)NCc2ccc(F)c(F)c2)O3)c1 (stereo not given)
15	Cc1ccc(N(CC(=O)Nc2ccc(-c3nc4ccc(C)cc4s3)cc2)S(C)(=O)=O)cc1
16	Cc1nn(C)cc1C(=O)NNC(=S)Nc1ccc(Cl)cc1
screen / no.	9	10	11	12	13	14	15	16
Rin1-Abl PPI inh	-1	-5	5	1	2	0	-1	-2
Rpn11 inh	i	i	i	i	i	i	i	i
MT1-MMP act inh	2	1	-1	4	4	9	-2	1
Neddyl block	nt	i	i	i	i	i	nt	i
NadD inh	0	-8	2	6	4	2	24	-2
CSN deneddyl inh	-13	-3	-3	-1	-1	-6	3	-3
FAS TE block	-5	-6	20	28	1	11	-1	-4
MLLE-PAM2 inh	-5	-11	16	12	-31	-4	-7	-15
SKN-1 block	25	10	-1	23	15	2	5	14

17	Cc1cc(Cl)c(S(=O)(=O)NC(C(=O)O)C(C)C)cc1OCC(=O)NC1CCCCC1 (stereo not given)
18	CCOc1ccccc1OCC(=O)Nc1ccc(S(=O)(=O)N(C)C)cc1
19	CN1CCCC1(C)C(=O)Nc1ccc(-n2cccc2)cc1 (stereo not given)
20	Cc1cccc(NC(=O)Cn2cnc3c(oc4ccccc43)c2=O)c1
21	Cc1ccc(-c2nc(CS(=O)CC(=O)NC3CCCCC3)c(C)o2)cc1 (stereo not given)
22	COc1cc(OC)cc(C(=O)NNC(=O)c2ccc(S(=O)(=O)N(C)c3ccccc3OC)cc2)c1
23	Cc1cc(C(=O)COC(=O)c2ccc3c(c2)NC(=O)CS3)c(C)n1CC1CCCO1 (stereo not given)
24	CC(C)=Cc1oc2ccc([N+](=O)[O-])cc2c1N1CC(C)OC(C)C1 (stereo not given)
screen / no.	17	18	19	20	21	22	23	24
Rin1-Abl PPI inh	2	3	0	-1	-2	-4	-2	2
Rpn11 inh	i	i	i	i	i	i	i	i
MT1-MMP act inh	4	-1	2	0	1	1	0	-2
Neddyl block	i	i	i	i	i	i	i	i
NadD inh	4	-2	2	2	-5	-1	-1	-1
CSN deneddyl inh	5	2	0	-3	-1	1	-15	-2
FAS TE block	-7	-8	-4	-6	-6	2	-2	21
MLLE-PAM2 inh	17	0	12	11	-7	6	19	1
SKN-1 block	4	-32	6	-4	18	12	-1	0

Entries of single compounds, quoted from the list:
Cc1ccc(-c2nc(CS(=O)CC(=O)NC3CCCCC3)c(C)o2)cc1 (stereo not given) is entered as Rin1-Abl PPI inh: -2; Rpn11 inh: i; MT1-MMP act inh: 1; Neddyl block: i; NadD inh: -5; CSN deneddyl inh: -1; FAS TE block: -6; MLLE-PAM2 inh: -7; SKN-1 block: 18
CCOc1ccccc1OCC(=O)Nc1ccc(S(=O)(=O)N(C)C)cc1 is entered as Rin1-Abl PPI inh: 3; Rpn11 inh: i; MT1-MMP act inh: -1; Neddyl block: i; NadD inh: -2; CSN deneddyl inh: 2; FAS TE block: -8; MLLE-PAM2 inh: 0; SKN-1 block: -32

Carrying on.
25	O=C(Cc1cccs1)NCc1cccc(Cl)c1
26	O=[N+]([O-])c1ccc(Cl)c(NC(=S)N2CCCC2)c1
27	COc1ccc(C(=O)OCC(=O)Nc2cccc(C(C)=O)c2)cc1OC
28	O=C(CN1N=C(c2ccc(Cl)cc2)CCC1=O)NCCN1CCc2ccccc2C1
29	CCOc1ccc(N2C(=O)CN(CC(=O)OC)C2=S)cc1
30	O=C(NCCOc1ccccc1)c1cc2ccccc2o1
31	COc1cc(OC)c(C=NNC(=S)NC23CC4CC(CC(C4)C2)C3)c(OC)c1
32	CCCC(=O)Nc1ccccc1-c1nnc(SC)[nH]c1=O
screen / no.	25	26	27	28	29	30	31	32
Rin1-Abl PPI inh	-2	1	1	1	0	-1	3	1
Rpn11 inh	i	i	i	i	i	i	i	i
MT1-MMP act inh	2	4	0	0	1	-3	3	0
Neddyl block	i	i	i	i	i	i	i	i
NadD inh	-5	6	-7	1	-2	2	20	1
CSN deneddyl inh	-4	-1	2	-1	-5	-7	-5	3
FAS TE block	-3	0	-5	1	-4	6	42	-7
MLLE-PAM2 inh	13	-26	-10	10	14	-3	-33	-6
SKN-1 block	1	15	-2	14	7	15	0	3

33	O[C@@H]1CN(CC2CCCCC2)[C@@H](c2ccccc2)C[C@H]1n1cc(C2CC2)nn1
34	Cc1ccc(OCCC(=O)OCC(=O)Nc2ccc3c(c2)OCO3)cc1
35	CCOC(=O)c1ccc(OCc2c(C)noc2C)cc1
36	CN1C(=O)NC(c2ccc(Cl)cc2)C2=C1CC(C)(C)CC2=O (stereo not given)
37	CN(Cc1ccccc1)C(=O)Cn1nc(C(F)(F)F)c2c1CCC2
38	Cc1cc(Nc2ccccc2Cl)c2ccccc2n1
39	CC(C)(C)n1cnc2cc(NCc3cccs3)ccc21
40	Cc1ccc(Cl)cc1NC(=S)N(Cc1cccs1)C1CCCC1
screen / no.	33	34	35	36	37	38	39	40
Rin1-Abl PPI inh	0	0	-1	0	-2	3	-1	2
Rpn11 inh	i	i	i	i	i	i	i	i
MT1-MMP act inh	-5	0	-1	1	1	7	-6	0
Neddyl block	i	i	i	i	i	i	i	i
NadD inh	-5	-1	-6	-4	-5	1	-7	-5
CSN deneddyl inh	-5	2	5	0	-3	0	7	-3
FAS TE block	7	1	2	-4	3	-3	-4	30
MLLE-PAM2 inh	-2	-8	0	7	-2	1	12	-13
SKN-1 block	22	14	9	18	1	-9	1	-18

Only CSN deneddyl inh, Rin1-Abl PPI inh and MT1-MMP act inh, for some of the entries so far:
entry | canonical_smiles | CSN deneddyl inh | Rin1-Abl PPI inh | MT1-MMP act inh
36 | CN1C(=O)NC(c2ccc(Cl)cc2)C2=C1CC(C)(C)CC2=O (stereo not given) | 0 | 0 | 1
37 | CN(Cc1ccccc1)C(=O)Cn1nc(C(F)(F)F)c2c1CCC2 | -3 | -2 | 1

(next part)
41	Cc1c(N=C2NC(=O)C(CC(=O)Nc3ccccc3)S2)c(=O)n(-c2ccccc2)n1C (stereo not given)
42	CN(CC(=O)Nc1ccc(N2CCOCC2)cc1)C(=O)Cc1ccccc1
43	C/C(=N\Nc1nc2ccccc2[nH]1)c1ccc([N+](=O)[O-])cc1
44	CN(C)Cc1nc2ccccc2c(=O)n1CC(=O)Nc1cccc(S(=O)(=O)N2CCOCC2)c1
45	COc1ccc(-c2cc(-c3nnc(COC(=O)CC4CCCC4)o3)c3ccccc3n2)cc1OC
46	O=C(NC(=S)Nc1ccccc1N1CCOCC1)c1ccco1
47	CCCCNC(=O)C1CCCN(S(=O)(=O)c2ccc(S(=O)(=O)NCC(C)C)cc2)C1 (stereo not given)
48	CC(C)(C)OC(=O)NCc1nc(N)n[nH]1
screen / no.	41	42	43	44	45	46	47	48
Rin1-Abl PPI inh	-1	0	-8	1	1	-2	-2	0
Rpn11 inh	i	i	i	i	i	i	i	i
MT1-MMP act inh	1	1	51*	5	7	-1	0	1
Neddyl block	i	i	i	i	nt	i	i	i
NadD inh	1	-1	0	-4	10	0	-4	-1
CSN deneddyl inh	-9	0	1	-1	-2	-1	-2	-5
FAS TE block	-6	-4	-7	-9	34	6	-12	-13
MLLE-PAM2 inh	26	1	13	-18	-18	14	-9	-5
SKN-1 block	-8	8	6	-7	-6	-6	7	4

49	C=CCN(CC=C)C(=O)c1cccc(S(=O)(=O)N2c3ccccc3CC2C)c1 (stereo not given)
50	COc1ccccc1OCCNC(=O)c1ccc(NC(=O)CC2SC(N3CCCC3)=NC2=O)cc1 (stereo not given)
51	CC(C)CC(c1nnnn1CC1CCCO1)N1CCN(Cc2ccc3c(c2)OCO3)CC1 (stereo not given)
52	CC(C)(C)OC(=O)C[C@@H]1C/C=C\C[C@H](CC(=O)NCCO)C(=O)NC[C@@H](c2ccccc2)OC1=O
53	CN(C)CCCCCNCCCNC(=O)/C=N\O
54	CC(=O)Nc1ccc(S(=O)(=O)N[C@@H](C)C(=O)OCc2ccc(Cl)cc2)cc1
55	COc1cc(C(c2c(C)[nH][nH]c2=O)c2c(C)[nH][nH]c2=O)ccc1OC(=O)c1cccc([N+](=O)[O-])c1
56	CC1CCCN(C(=O)c2ccc(OC3CCN(CCc4ccccc4)CC3)cc2)C1 (stereo not given)
screen / no.	49	50	51	52	53	54	55	56
Rin1-Abl PPI inh	1	3	-3	0	3	-2	0	6
Rpn11 inh	i	i	i	i	i	i	i	i
MT1-MMP act inh	-4	5	-1	2	-1	4	1	1
Neddyl block	i	i	i	i	i	i	i	i
NadD inh	-4	9	-4	-4	6	-9	12	-9
CSN deneddyl inh	2	2	4	3	6	3	0	-1
FAS TE block	5	-7	-1	-13	-10	-2	-35	0
MLLE-PAM2 inh	14	-2	13	8	-7	20	-7	-6
SKN-1 block	-2	-23	-21	15	-7	-5	-20	14
